# Bioassay records: PubChem, Sanford-Burnham Center for Chemical Genomics
# TAG inh = reduces triacylglycerol accumulation in H9c2 cells; Nile Red lipid (TAG) fluorescence; cells loaded with 200 µM oleic acid; inhibition, % at 12.5 µM; 230,000 compounds, 0.66% hits;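 active means pattern-corrected inhibition of lipid staining of at least 50% with the nuclear-stain viability signal not falling by more than 50%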;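 further: 0% = DMSO wells and 100% = triacsin C control wells; some results filed as inactive read as strong as hits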
# TAG inh DAPI viability = second read-out of TAG inh, no call of its own (marks repeat the call); DAPI nuclei signal change (viability), lower = more cytotoxic, %;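 whole-well DAPI fluorescence read on a plate reader as a viability signal; minus 50 percent equals half of cells still viable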
# Active calls of the source: *. Only part of the results is shown; count on the stated rates, not on these rows.
Structure,TAG inh DAPI viability,TAG inh
Cc1cc(NC(=O)CCc2ccc(S(=O)(=O)N3CCOCC3)cc2)n(-c2ccccc2)n1,10,-23
CC(C)NC[C@@H](O)c1ccc(O)c(O)c1,-1,-18
O=C1NC(=O)/C(=C/c2ccccn2)S1,5,5
CCOc1ccc(NC(=O)CSc2nc(=O)n(CCN3CCOCC3)c3c2CCCC3)cc1,2,-6
CCN(CC)C(=O)CSc1nc2ccccc2c(=O)n1OC,-2,-7
Cc1nc2ccccc2n1CCc1ccccc1,9,-16
CCCn1nc(C(=O)NCc2ccccn2)c2ccccc2c1=O,-3,-4
COc1ccc(NC(=O)COC(=O)c2ccc(Cl)c(S(N)(=O)=O)c2)c([N+](=O)[O-])c1,-3,-1
CCOC(=O)C1CCN(C(=O)CS(=O)Cc2nc(-c3ccc(C)cc3)oc2C)CC1 (stereo unspecified),5,-7
O=C(N1CCOCC1)N(CCN1CCOCC1)Cc1cccc(Cl)c1,-15,3
Cc1ccc(C(=O)N/C(=C/c2ccc(-c3cccc([N+](=O)[O-])c3)o2)C(=O)NC(C)C)cc1,-1,17
COCCN1CCN(C(=O)C2CCC(=O)N(CCc3ccc(Cl)cc3)C2)CC1 (stereo unspecified),5,14
Cc1cc(CNC(=O)Cn2cc([N+](=O)[O-])cn2)c2ccccc2n1,-3,6
O=C(c1ccc(Cl)cc1)c1c[nH]c(C(=O)NNc2ccccc2)c1,-9,-16
CCNC(=S)NNC(=O)c1ccoc1C,2,5
O=c1cc(-c2ccccc2)c2ccc(O)c(CN3CCCCC3)c2o1,10,3
CCNS(=O)(=O)c1ccc(NC(=O)c2ccccc2SCCOC)cc1,-1,1
Cc1ccc(CNC(=O)CCS(=O)(=O)c2ccc(C)cc2)cc1,-4,5
CCc1ccc(/C=N/NC(=O)c2cc(C3CC3)nc3ccc(Br)cc23)s1,-21*,60*
COC(=O)NCC(c1cccnc1)N1CCOCC1 (stereo unspecified),-1,1
CCOc1ccccc1C(C(=O)NC1CCCC1)N(Cc1ccco1)C(=O)CNC(=O)c1ccco1 (stereo unspecified),-6,-1
Cc1ccc(SCC(=O)OCC(=O)NCCc2ccccc2)cc1C,1,15
O=c1oc2ccccc2nc1/C=C(\O)c1ccc(Br)cc1,4,10
COc1ccc(C2C(C#N)=C(N)N(c3ccccc3)C3=C2C(=O)CCC3)cc1Cn1cc([N+](=O)[O-])cn1 (stereo unspecified),-1,14
O=C(N/N=C\c1ccc(Cl)cc1)C1=NOC2COC3(CCN(c4ccc([N+](=O)[O-])cc4)CC3)OCC12 (stereo unspecified),-6,0
O=C(NNS(=O)(=O)c1ccc(F)cc1)C1CCN(S(=O)(=O)c2ccccc2)CC1,-1,-6
CC1CN(C(=O)CSc2nnc3c(Cl)cc(Cl)cn23)CC(C)O1 (stereo unspecified),-7,22
CCCc1cc(=O)[nH]c(SCC(=O)Nc2ccc3ccccc3c2)n1,3,-2
CN(CC(=O)Nc1ccc(Cl)c(C(F)(F)F)c1)C(=O)CNC(=O)C1CCCCC1,1,-19
O=C(CNC(=O)COc1ccccc1)NCCN1CCOCC1,0,2
CCOC(=O)c1csc(NC(=O)c2cc(-c3ccccn3)nc3ccccc23)n1,-3,-6
CCCS(=O)(=O)NC(=O)C1(C)CCN(C(=O)c2cccs2)C1 (stereo unspecified),-3,-5
CC(=O)N1N=C(c2ccncc2)OC1(Cc1ccccc1)Cc1ccccc1,10,2
Cc1cc(C(=O)CSc2nn3c(=O)c(C(C)(C)C)nnc3s2)c(C)n1-c1ccc(F)cc1,-4,16
CCOc1[nH]n(-c2ccccc2)c(=O)c1C=Nc1ccc(C(=O)OC)cc1,2,6
CC(C)NS(=O)(=O)c1ccc(CCC(=O)NCc2cccnc2)cc1,-5,-11
CCn1ncc(Br)c1C(=O)Nc1c(C)nn(Cc2c(F)c(F)c(F)c(F)c2F)c1C,4,8
CC1Cc2ccccc2N1c1ncnc2nc[nH]c12 (stereo unspecified),-10,17
COc1ccccc1N1CCN(C(=O)CCCCn2c(=O)[nH]c3ccsc3c2=O)CC1,-3,11
COc1ccc(C)cc1S(=O)(=O)N1CCN(C)CC1c1ccccc1 (stereo unspecified),-3,-6

# Structural class, those above containing an aryl thioether with sulfur outside any ring
Structure,TAG inh DAPI viability,TAG inh
CCOc1ccc(NC(=O)CSc2nc(=O)n(CCN3CCOCC3)c3c2CCCC3)cc1,2,-6
CCN(CC)C(=O)CSc1nc2ccccc2c(=O)n1OC,-2,-7
CCNS(=O)(=O)c1ccc(NC(=O)c2ccccc2SCCOC)cc1,-1,1
Cc1ccc(SCC(=O)OCC(=O)NCCc2ccccc2)cc1C,1,15
CC1CN(C(=O)CSc2nnc3c(Cl)cc(Cl)cn23)CC(C)O1 (stereo unspecified),-7,22
CCCc1cc(=O)[nH]c(SCC(=O)Nc2ccc3ccccc3c2)n1,3,-2
Cc1cc(C(=O)CSc2nn3c(=O)c(C(C)(C)C)nnc3s2)c(C)n1-c1ccc(F)cc1,-4,16

# Continued:
Structure,TAG inh DAPI viability,TAG inh
O=C(CCCCCn1c(=O)[nH]c2ccsc2c1=O)NCc1ccc(F)cc1,11,-10
Nc1cc(S(=O)(=O)Nc2cc(Cl)ccc2Cl)ccc1N1CCOCC1,5,-8
COc1cccc(/C=N/Nc2cc(C)nc(-c3ccccc3O)n2)c1O,4,33
CCOC(=O)c1[nH]c(C)c(C(=O)Nc2ccc(F)cc2)c1C,-5,7
COc1cccc(NC(=O)NC2CCN(Cc3nnnn3Cc3ccc4c(c3)OCO4)CC2)c1,-14,11
COc1ccc(N(CC(=O)Nc2ccc(C)cn2)S(=O)(=O)c2c(C)nn(C)c2C)cc1,-2,9
C=CCn1c(=N)n(CC(=O)c2ccc(Br)cc2)c2ccccc21,10,11
CC1(C(=O)NCc2ccccc2Br)CCN1Cc1ccc(-c2ccccn2)cc1 (stereo unspecified),8,-9
O=C(O)c1cnc2ccc(Cl)cc2n1,-2,-1
COc1ccccc1C(=O)NCCC(=O)N(C)CC(=O)Nc1ccc(Cl)cc1,-9,4
C=CCNC(=S)NNC(=O)CCC(O)CCCCC (stereo unspecified),9,-18
Cc1cc(C)cc(NC(=O)Nc2cnccn2)c1,-8,21
O=C(O)CSc1c[nH]c2ccccc12,-1,-18
COc1ccc(S(=O)(=O)N2CCOCC2)cc1NC(=O)CCc1c[nH]c2ccccc12,-2,-8
CC1=CC=CN2C1=NC(=O)CC2(C)C(=O)N(CC(=O)NC1CCCC1)c1ccccc1C (stereo unspecified),-3,10
COC(=O)CSC1=NS(=O)(=O)c2ccccc21,5,7
CCC(=O)N1CCc2cc(S(=O)(=O)NCCN3CCC(C)CC3)ccc21,4,-2
CC1=CC(=NOC(=O)c2cccc([N+](=O)[O-])c2)C=C(C)C1=O,13,14
O=C(COC(=O)Cc1c(F)cccc1Cl)Nc1ccc2[nH]c(=O)[nH]c2c1,-1,-6
Cc1c2c(n3c(nc4ccccc43)c1C#N)N(CCN(C)C)CC2,132,9
COCc1ccc(C(=O)Nc2ccc(C(=O)O)cc2)o1,2,2
Nc1nc(Cl)nc2c1ncn2C1OCC(O)C(O)C1O (stereo unspecified),6,-1
CC(c1ccon1)N(C)Cc1cn(C)nc1-c1ccc2c(c1)OCCO2 (stereo unspecified),-5,0
Cc1cc2[nH]c(=O)c(=O)[nH]c2cc1S(=O)(=O)N1CCN(c2cccc(Cl)c2)CC1,-13,12
CCOc1ccc(NC(=S)N(CCc2c(C)[nH]c3ccc(C)cc23)Cc2ccncc2)cc1,-2,4
O=C(CCCC(=O)N(CC(=O)NC1CCCC1)Cc1ccccc1)Nc1ccccn1,6,8
COC(=O)c1sccc1NC(=O)CN(C)NS(=O)(=O)c1ccc([N+](=O)[O-])cc1,-13,13
CCc1nc2ccc(C(=O)N(C)Cc3ccccc3)cn2c1N(CC)CCN(C)C,-1,2
CN(C)c1ccnc(-n2cccc2/C=N/OCc2cccc(F)c2)c1C#N,12,-17
CC(C)NC(=O)N(C)C[C@H]1Oc2ccc(NS(=O)(=O)c3cn(C)cn3)cc2C(=O)N([C@H](C)CO)C[C@@H]1C,-8,-13
CCOC(=O)c1sc(S(C)(=O)=O)c2c1CCc1conc1-2,7,-7
O=C(CNC(=O)c1ccc(Cl)cc1Cl)NCc1ccccn1,8,5
COc1ccccc1-c1sc2cc3c(cc2c1-c1ccc2c(c1)OCO2)OCO3,-6,12
CC(=O)NC(CCS(C)(=O)=O)C(=O)Nc1nccs1 (stereo unspecified),-8,15
O=C(NNS(=O)(=O)c1ccc(F)cc1)c1ccc([N+](=O)[O-])cc1Cl,1,-5
O=C(CNC(=O)c1ccc(Br)o1)NNC(=O)c1cccc(Cl)c1,-4,5
NC(=O)c1cnccn1,5,-12
COc1ccc(C(=O)NCCS(=O)(=O)NCc2ccccc2OC)cc1,2,3
Cn1c(=O)oc2cc(S(=O)(=O)N3CCCC(C(=O)NCc4cccs4)C3)ccc21 (stereo unspecified),-6,-16
CCCOC(=O)/C(=C\C=C\c1ccco1)NC(=O)c1ccccc1,-3,-1
CC1(C)Cc2ccccc2-c2nc3n(c(=O)c21)CCS3,3,7
COc1ccc(CNc2ccc([N+](=O)[O-])cc2C)cc1,-11,-16
CC1CN(C)C(C)c2c1oc1ccc([N+](=O)[O-])cc21 (stereo unspecified),-5,-11
CC(C)S(=O)(=O)c1cnc(N2CCOCC2)nc1N,1,-4
CCOC(=O)/C=C1\NC(=O)CS1,-16,5
O=C1CNC(=O)/C1=C/c1ccc(Br)cc1,-3,-3
CSC1=N/C(=C/c2ccc(-n3cncn3)cc2)C(=O)N1,5,2
COc1ccc(C(=O)N/N=c2\oc3ccccc3cc2C(N)=O)cc1,-1,6
Cn1cc(Cc2ccc(C(=O)N3CCCCC3)cn2)c2ccccc21,-2,7
CN(C)/C(=N\S(=O)(=O)c1ccc(Br)cc1)c1ccccc1,4,3
CC(=O)Nc1ccc(S(=O)(=O)N2CCN(c3cc(C(F)(F)F)ccn3)CC2)cc1,5,-4
O=C(CSc1ncnc2sccc12)NCc1ccc2c(c1)OCO2,5,-8
CC1(C)CC(=O)c2c(oc3ccc(NS(=O)(=O)c4ccc(C(=O)O)cc4)cc23)C1,-3,-12
O=C1OC(O)c2cccc3cccc1c23 (stereo unspecified),3,5
COCCC(=O)N1CCC(Oc2ccc(C(=O)NCCn3cccn3)cc2)CC1,-1,10
O=C(NNC(=S)NCc1ccccc1)c1cccnc1,-8,21

# Next section:
Structure,TAG inh DAPI viability,TAG inh
CC[C@]1(C(=O)OC)[C@H]2C(=O)N(Cc3ccccc3)C(=O)[C@H]2[C@H]2CN=C(SCc3ccc(Cl)cc3)N21,-1,4
CCOC(=O)c1ccc(S(=O)(=O)NNC(=O)Cc2csc(C)n2)cc1,-1,-2
Cc1ccc(Cl)cc1N1CCN(C(=O)C(=O)N2CCCCC2)CC1,-1,-2
CCCS(=O)(=O)N1CCC(C(=O)NCCN2CCCC2)CC1,15,-17
C[C@H](NC(=O)c1ccc(Cl)cc1)C(=O)NNC(=O)c1cccs1,4,29
CCSC1=C(C#N)C(c2ccccc2Cl)C(C(=O)c2cccs2)C(O)(C(F)(F)F)N1 (stereo unspecified),12,-22
C#CCN1C(=O)C2C(C(=O)NC)C3C=CC2(O3)C1C(=O)NCc1ccc(OC)cc1 (stereo unspecified),-11,-6
Cc1cc(C)cc(NC(=S)NCc2ccc3c(c2)OCO3)c1,-6,7

# Full records from above:
# Entry for Cc1cc(C)cc(NC(=S)NCc2ccc3c(c2)OCO3)c1 = TAG inh DAPI viability = -6; TAG inh = 7
# Entry for CCOC(=O)c1ccc(S(=O)(=O)NNC(=O)Cc2csc(C)n2)cc1 = TAG inh DAPI viability = -1; TAG inh = -2

# (cont.)
Structure,TAG inh DAPI viability,TAG inh
COC(=O)CC1C(=O)NCCN1C(=O)CSc1nc2cc(Cl)ccc2o1 (stereo unspecified),4,-10
CCN(CC)S(=O)(=O)c1ccc2nc(NC(=O)c3cccs3)sc2c1,0,1
COC(=O)CN1C(=O)C(O)(CC(=O)c2ccc(C)o2)c2ccccc21 (stereo unspecified),-1,-23
O=c1c(Cl)c(NC2CC2)cnn1-c1ccccc1,-6,-2
O=C(/C=C/c1cn(-c2ccccc2)nc1-c1cccnc1)N1CCCC1,-1,-13
Cc1ccc(Sc2ncnc(N)c2[N+](=O)[O-])cc1,-6,13
COc1cc(C2C(C#N)=C(N)N(c3ccc(F)cc3)C3=C2S(=O)(=O)CC3)ccc1O (stereo unspecified),-7,10
CN(C)c1ccc(-n2cccc2)cc1,-9,24
CC(=O)Nc1ccc(NCC(O)COc2ccccc2)cc1 (stereo unspecified),11,-8
Cc1onc(-c2c(F)cccc2Cl)c1C(=O)N[C@@H]1C(=O)N2C(C(=O)O)C(C)(C)S[C@H]12 (stereo partly specified),-14,10
COc1cccc(OC)c1CN1CCCC(C(=O)c2ccccc2SC)C1 (stereo unspecified),35,-3
O=c1ncn(-c2ccccc2C(F)(F)F)c2ncccc12,-6,6
O=C(O)c1ccc(-c2nnn(Cc3ccccc3F)n2)cc1,-6,7
Cc1ccc(N(C(C)C(=O)Nc2ccc(S(=O)(=O)N3CCOCC3)cc2)S(C)(=O)=O)cc1C (stereo unspecified),12,-30
CCc1ccc(/C=C/C(=O)c2c(C)cc(C)[nH]c2=O)cc1,-5,-9
Cc1cc(C(=O)CCl)c(C)n1CCc1ccc(F)cc1,-22,45
NC(=O)CC(NC(=O)c1ccccc1)c1ccc(N2CCN(c3ccc(F)cc3)CC2)c([N+](=O)[O-])c1 (stereo unspecified),-17,17
O=C1NC(=O)/C(=C\c2ccc(O)cc2O)S1,-9,-1
Cc1ccc2c(c1)C(=O)C(=O)N2Cc1ccc(C(F)(F)F)cc1,-35,35
